CAL PDZ FP-1 = inhibitors of human CAL PDZ peptide binding; purified CAL PDZ, TMR-peptide fluorescence polarization, 1 h; inhibition, % at 24.9 µM; actives 0.92% (n = 300,000); AID 602252;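 active means mean inhibition of at least 30% with at least half of replicates also reaching 30%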;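 further: 0% = DMSO neutral control and 100% = excess unlabeled competitor peptide PRC23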
Keap1-Nrf2 PPI = Keap1-Nrf2 (human) interaction inhibition; actives 0.15% (n = 340,000); Keap1 Kelch-Nrf2 peptide fluorescence polarization, 1536-well; inhibition, % at 9.4 µM; Q14145; in the data active means inhibition above about 12%;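 further: human Keap1 Kelch domain with fluorescein labeled Nrf2 9mer peptide probe; 0% = neutral control wells and 100% = peptide positive control; higher means more block of Keap1 binding to Nrf2 peptide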
Arrestin-AP2 inh = inhibitors of human beta-arrestin and AP2 interaction; actives 0.31% (n = 340,000); FITC-arrestin peptide / GST-AP2 beads, flow cytometry; AP2 beta2 appendage carries R879A mutation; inhibition, % at 10 µM;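 active means inhibition above a set limit, near 3 SD of compounds lacking own fluorescence, cut at about 54% in these data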;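 further: plate controls were DMSO wells for no effect and 5 µM unlabelled arrestin peptide for full effect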
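System: GST-AP2 R879A glutathione beads; medium: PBS, Tween 20 0.05%, BSA 0.1%; reagent: fluorescein-tagged arrestin peptide at 50 nM final; schedule: pre-incubation 12 min, peptide binding 1 h, room temperature; detection: flow cytometry, FL1 (488/535 nm); read-out: inhibition as reduced fluorescein signal on beads, percent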
DAGLB inhibitor = diacylglycerol lipase beta (human) inhibition; HEK293T DAGLB membrane lysate, EnzChek fluorogenic substrate; actives 0.059% (n = 340,000); inhibition, % at 5.17 µM; Q8NCG7; in the data active means inhibition above about 34%;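 further: 0% = enzyme with vehicle and 100% = wells lacking enzyme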
NSD2 HMT inh = inhibitors of human histone methyltransferase NSD2. AID 743445. inhibition, % at 12.5 µM. O96028. actives 0.54% (n = 310,000). NSD2 peptide methylation, AlphaScreen, 120 min; in the data active means inhibition above about 50%
Target sequence (O96028 whole entry, looked up): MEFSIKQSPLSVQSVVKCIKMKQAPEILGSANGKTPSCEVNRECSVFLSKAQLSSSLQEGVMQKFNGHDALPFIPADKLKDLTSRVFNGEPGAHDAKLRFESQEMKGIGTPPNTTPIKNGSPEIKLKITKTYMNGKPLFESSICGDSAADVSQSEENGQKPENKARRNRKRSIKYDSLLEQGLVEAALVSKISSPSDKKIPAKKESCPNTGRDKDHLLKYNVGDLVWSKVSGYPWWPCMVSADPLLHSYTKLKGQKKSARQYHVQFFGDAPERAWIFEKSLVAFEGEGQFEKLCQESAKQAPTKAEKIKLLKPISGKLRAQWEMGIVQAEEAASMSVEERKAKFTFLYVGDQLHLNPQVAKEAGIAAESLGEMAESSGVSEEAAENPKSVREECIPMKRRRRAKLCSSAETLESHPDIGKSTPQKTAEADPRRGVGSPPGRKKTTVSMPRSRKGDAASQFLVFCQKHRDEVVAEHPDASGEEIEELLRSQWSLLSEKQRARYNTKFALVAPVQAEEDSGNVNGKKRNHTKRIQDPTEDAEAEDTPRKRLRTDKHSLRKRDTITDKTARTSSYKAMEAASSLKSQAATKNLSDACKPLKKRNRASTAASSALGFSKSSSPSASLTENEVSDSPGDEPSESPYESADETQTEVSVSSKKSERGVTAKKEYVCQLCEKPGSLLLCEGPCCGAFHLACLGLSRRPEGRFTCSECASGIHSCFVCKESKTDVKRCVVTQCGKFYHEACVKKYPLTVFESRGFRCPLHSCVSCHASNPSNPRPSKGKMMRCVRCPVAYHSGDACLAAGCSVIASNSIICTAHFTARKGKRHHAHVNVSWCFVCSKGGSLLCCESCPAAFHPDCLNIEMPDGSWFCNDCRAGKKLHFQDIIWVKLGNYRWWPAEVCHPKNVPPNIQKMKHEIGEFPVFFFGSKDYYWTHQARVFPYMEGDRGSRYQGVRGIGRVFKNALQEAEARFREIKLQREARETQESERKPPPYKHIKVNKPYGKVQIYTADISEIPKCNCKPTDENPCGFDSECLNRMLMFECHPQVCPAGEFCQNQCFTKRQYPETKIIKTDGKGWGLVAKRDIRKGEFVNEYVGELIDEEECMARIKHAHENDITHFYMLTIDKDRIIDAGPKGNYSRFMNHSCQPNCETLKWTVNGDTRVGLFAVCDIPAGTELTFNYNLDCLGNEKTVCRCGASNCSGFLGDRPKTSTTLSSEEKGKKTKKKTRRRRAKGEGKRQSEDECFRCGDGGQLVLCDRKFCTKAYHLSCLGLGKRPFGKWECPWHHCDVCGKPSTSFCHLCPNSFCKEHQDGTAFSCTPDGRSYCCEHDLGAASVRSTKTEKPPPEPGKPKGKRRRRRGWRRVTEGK
Pemphigus Ab inh = inhibitors of pemphigus antibody binding to human desmoglein-3. P32926. DSG3-coupled beads, scFv-anti-DSG3-GFP binding, flow cytometry; stronger effect = lower value. binding (percent of control), % at 10 µM. actives 0.48% (n = 310,000);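 active means binding more than 3 SD below its plate's average and above zero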;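 further: hits lower antibody fragment binding to DSG3; some compounds called inactive have numbers as strong as hits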
C-LANA FP = blocks KSHV LANA C-terminal domain binding to DNA; MBP-C-LANA/FAM-LBS DNA binding, fluorescence polarization; inhibition, % at 9 µM; actives 0.078% (n = 340,000);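 active means highest replicate inhibition at or above 60% at 9 µM, even if other replicates fall short; inactive means all replicates below 60% inhibition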;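 further: 0% = neutral control wells and 100% = 4 µM acridine orange control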
Cardiac RTF inh = cardiac RTF calcium desensitization; actives 0.12% (n = 340,000); AID 493244; inhibition, % at 7.15 µM; IANBD-labeled cardiac RTF, Ca2+ fluorescence;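 active means inhibition above the mean inhibition of all tested compounds plus 3 SD, cut at about 17% in these data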;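 further: assay run at fixed EC70 calcium of 1.6 mM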
CAL PDZ FP-2 = inhibitors of human CAL PDZ peptide binding. inhibition, % at 20 µM. actives 0.02% (n = 330,000). Q9HD26. AID 504414. purified CAL PDZ, TMR-peptide fluorescence polarization, 1 h;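 active means highest replicate inhibition of at least 40%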;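 further: plate controls were DMSO neutral control wells for no effect and unlabeled competitor peptide control wells for full effect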
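Material – purified CerCALP PDZ construct · Detection – FP readout, S and P plane fluorescence · Measure – percent inhibition from loss of millipolarization · Controls – unlabelled peptide for full inhibition, DMSO wells as neutral · Probe or stimulus – TMR-labelled reporter peptide T*-PRC34 bound in PDZ groove · Times – 1 h at RT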
V-ATPase pH = alters yeast V-ATPase proton transport; S. cerevisiae, pHLuorin cytosolic pH fluorescence; response, % at 10 µM; actives 0.37% (n = 350,000); AID 504577; in the data active means response mostly above about 7.3%, no sharp cut-off; inactive means mostly below about 5.4%; further: actives read high; inactives centre near 0; some compounds called inactive have numbers as strong as hits
Numbers without * were called inactive; x = not tested or not shown; + = active, no number; & = joins results of further samples.

Every second line gives: CAL PDZ FP-1	Keap1-Nrf2 PPI	Arrestin-AP2 inh	DAGLB inhibitor	NSD2 HMT inh	Pemphigus Ab inh	C-LANA FP	Cardiac RTF inh	CAL PDZ FP-2	V-ATPase pH
CCOc1cccc(CN2CCCC(C(=O)c3cc(Cl)ccc3OC)C2)c1O (configuration not stated)
→ -5	1	15	-6	-3	116	-1.0	-8	-0.4	4
COc1ccccc1N1CCN(C(=S)NC(=O)/C=C/c2ccc(F)cc2)CC1
→ x	x	10	x	1	108	x	x	x	3
COC(=O)CNC(=O)C(Cc1c[nH]c2ccccc12)NC(=O)OC(C)(C)C (configuration not stated)
→ 4	-5	-3	0	1	102	-0.5	-9	-0.4	-1
CCCCCCn1c(-c2ccco2)nc2oc3cc(OC)ccc3c(=O)c2c1=O
→ -5	-2	7	-1	2	102	0.4	-9	-2.9	0
N#CC1(NC(=O)COC(=O)c2ccccc2SCC(=O)N2CCCC2)CCCCC1
→ 0	-1	-25	-2	9	110	0.3	-4	-2.6	0
COc1cc(NC(=O)CN(C)S(=O)(=O)c2ccc3c(c2)CCC(=O)N3)cc(OC)c1
→ x	-6	-3	3	x	101	-0.7	-1	-1.5	-1
O=C(NC1CCCCCC1)c1c(O)nc2sccn2c1=O
→ -6	1	17	2	13	104	-0.4	-5	-1.5	6
CC(=O)c1c(-c2ccc(Cl)cc2)c2ccccc2[nH]c1=O
→ -3	-2	10	1	0	99	-3.3	4	-1.3	1
O=C(CSc1nn(-c2ccc(Cl)cc2)c(=S)s1)N1CCN(C(=O)c2ccco2)CC1
→ -3	-4	-3	-2	-3	100	-0.9	-14	-0.1	5
CCOC(=O)c1cnc2ccc(OCC)cc2c1NCCN1CCOCC1
→ -2	1	0	0	1	102	0.8	12	-0.4	1
CCNC(=O)CC1C(=O)N(c2ccc(OC)cc2)C(=O)N1Cc1ccc(OC)cc1 (configuration not stated)
→ x	0	-6	1	-2	102	0.2	0	-1.2	0
Cc1ccccc1OCC(=O)Nc1cc(S(=O)(=O)N2CCOCC2)ccc1N1CCCC1
→ 8	-4	4	3	3	106	-0.1	-2	-0.8	-1
CCc1nnc(NC(=O)C2Cc3ccccc3C(=O)O2)s1 (configuration not stated)
→ x	-3	4	0	x	116	0.0	-3	-0.6	-3
Cc1ccc2nc(/C(C#N)=C\c3ccc([N+](=O)[O-])o3)[nH]c2c1
→ 0	0	5	2	x	108	0.0	-4	1.6	86*
O=C(N/N=C\c1ccc[nH]1)C1COc2ccccc2O1 (configuration not stated)
→ -1	1	-7	1	-2	x	0.5	-3	-0.8	1
CC(C)C(=O)Nc1sc2c(c1-c1nc3ccccc3[nH]1)CCCC2
→ 2	-3	16	-3	4	102	0.2	4	-0.1	2
CO/N=C/c1c(C(=O)OC)nn(-c2ccccc2)c1Cl
→ -2	-4	-4	-4	-2	100	0.1	-1	-2.5	-1
Cc1cc(C(=O)NCc2cccnc2)cs1
→ x	-4	-1	3	-1	105	0.2	-4	-0.7	-1
CC(C)(C)NC(=O)C(OC(=O)c1cccs1)c1ccc(F)cc1 (configuration not stated)
→ 0	0	-1	0	0	-16*	-0.3	-5	-0.5	-3
Cn1c(SCC(=O)NCc2ccco2)nnc1-c1c[nH]c2ccccc12
→ 3	-7	-8	2	x	105	0.3	4	-0.1	2
CC(C)Sc1ncnc2[nH]ncc12
→ -4	-6	4	-3	-1	116	24	1	-1.2	-3
C=CCn1c(P(C)(=O)O)nc2ccccc21
→ -2	-1&4	23&10	2&0	0&-2	109&104	-0.5&-2.2	-2&-6	-0.3&0.7	-1&1
Cc1ccc(S(=O)(=O)N2CCN(c3ncnc4sccc34)CC2)cc1C
→ -4	1	-5	1	-3	99	-0.8	-5	-3.4	5
COC(=O)c1ccc(OC)c(CSc2nnc(COc3ccc(Cl)cc3)o2)c1
→ -3	-1	19	-4	-1	127	1.3	2	-0.9	2
CCC(=O)c1cc2c(cc1NC(=O)c1cccs1)OCCO2
→ 2	-1	33	-3	0	100	1.2	-7	0.6	2
O=C(CCc1nnc(-c2ccc(-c3ccccc3)cc2)o1)N1CCCCC1
→ x	-1	-12	-2	-5	102	0.8	-3	-2.4	-2
COC(=O)c1sc(NC(=O)COc2ccccc2OC)nc1C
→ -2	-3	0	-7	0	117	1.1	-3	-3.9	-2
COC(=O)c1sc2cnccc2c1N
→ -4	-1	23	0	1	116	0.1	-1	-1.9	0
COc1ccc(F)cc1C(=O)C1CCCN(C(=O)CCc2ccccn2)C1 (configuration not stated)
→ -1	-2	4	-1	x	108	0.7	-3	-2.5	0
Cc1nc2ccccn2c1-c1ccnc(=S)[nH]1
→ +	-1	-27	0	-1	105	0.4	-15	-0.8	-7
CC(C)Oc1cccc(C(=O)Nc2ccccc2N2CCOCC2)c1
→ -2	4	0	-5	0	101	-3.1	-9	0.2	-6
O=C(c1ccccc1)C1Oc2ccccc2C2CC(c3cccs3)=NN12 (configuration not stated)
→ 3	-22	7	-4	4	100	-1.0	-11	-16	-1
CC(C)c1ccc(N(C)C(=O)Cc2c(C(=O)O)n(C)c3ccccc23)cc1
→ -1	-3	13	5	4	134	0.4	-6	-0.3	5
Cc1ccccc1NC(=O)CCS(=O)(=O)c1ccc(Br)cc1
→ -5	-9	-11	0	-1	102	0.9	-8	-0.2	2
Cc1ccc(CNC(=O)C2CCN(c3nnc(N4CCCC4=O)s3)CC2)cc1
→ x	0	19	1	x	100	-0.5	-5	-0.6	4
CCN(CC)N=Nc1ccc(S(=O)(=O)N2CCSC2C(=O)O)cc1 (configuration not stated)
→ -4	1	38	-3	-9	107	-2.0	-4	-0.8	-2
COc1ccc(CNC(=O)C2CCC(=O)N(CCCN3CCCC3=O)C2)c(OC)c1 (configuration not stated)
→ -5	-1	-8	-2	5	x	-0.1	-5	-0.3	-2
O=C(NCc1cccs1)c1cc2c(s1)-c1ccccc1OC2
→ -2	1	22	-10	x	94	0.1	-2	-1.1	8
O=C(NCCCCC(NC(=O)c1ccc([N+](=O)[O-])cc1)C(=O)O)c1ccc([N+](=O)[O-])cc1 (configuration not stated)
→ -5	-4	1	2	3	109	-0.5	-29	-3.3	-4
C=CCSc1nnc(NC(=O)CCNC(=O)c2ccco2)s1
→ -1	-2	-1	-2	2	110	0.6	-8	-2.0	4
CCOC(=O)c1cc2c(=O)n3ccccc3nc2n(Cc2ccco2)c1=NC(=O)c1ccccc1OCC
→ -5	-6	0	-1	7	103	-2.7	4	-4.2	3
Cc1ccc(OCC(=O)Nc2ccc(O)c(-c3nc4ccccc4o3)c2)cc1
→ -3	-4	6	-8	-3	119	0.2	-4	x	-1
CCOc1ccc(-c2noc(CCC(=O)NC)n2)cc1OCC
→ 2	-4	-4	0	-2	99	0.0	-2	-0.3	-4
Cc1cc(-c2ccccc2)nc2[nH]n(-c3ccccc3)c(=O)c12
→ -1	4	12	6	6	106	-2.2	-10	-2.9	x
COCCn1c(SCC(=O)N2CCCc3ccccc32)nc2c(c1=O)SC(C)C2 (configuration not stated)
→ 1	-3	19	1	x	100	2.9	-13	-0.7	-10
COCCNC(=O)CS(=O)Cc1nc(-c2ccc(Cl)cc2)oc1C (configuration not stated)
→ 1	-6	1	2	x	100	-0.6	-3	1.3	-4
CN(C)/C=N/NC(=O)c1ccccc1Cl
→ -6	4	-1	-2	-1	x	2.6	-1	-0.8	0
NC(=O)CSc1nc2sc(-c3ccccc3)cc2c(=O)n1N
→ -1	-3	0	0	0	112	0.8	-2	0.2	-2
Cc1cc(C(=O)NNC(=O)/C=C/c2ccc(F)cc2)c(C)o1
→ -21	-3	1	0	1	102	0.2	-7	-0.3	0
CCOC(=O)c1nnn(-c2nc(N(C)C)nc(N(C)C)n2)c1C
→ -1	-2	4	-1	-4	111	2.9	-8	-1.0	0
CCOC(=O)c1ccccc1NC(=O)CN1CCC(n2nnc3cc(C(F)(F)F)ccc32)CC1
→ 0	-3	8	-2	-10	114	0.6	-14	1.0	0
S=c1[nH]nc(Cn2c(-c3ccccn3)nc3ccccc32)n1-c1ccc2c(c1)OCCO2
→ x	-1	-4	10	0	109	0.0	-2	-0.1	1
COCCCNC(=O)COc1ccc(S(=O)(=O)NCc2ccccc2)cc1Cl
→ -1	1	-1	-2	1	93	-0.1	6	-1.1	-3
COc1ccccc1N1CCN(C(=O)C2=CC=CN3CCS(=O)(=O)N=C23)CC1
→ -6	-3	2	0	2	91	0.3	-1	-1.4	3
Cc1ccc(-n2cccn2)c(CN2CCCC(CNC(=O)c3ccc(F)cc3)C2)c1 (configuration not stated)
→ x	0	-16	0	x	104	-0.4	-6	-1.1	-3
Cc1nnc2c(-c3ccccc3)nc3ccccc3n12
→ -1	-1	-5	-2	-1	108	-0.4	-6	-0.9	3
Cc1cc(C)cc(NC(=O)CCN2C(=O)c3ccccc3C2=O)c1
→ 1	1	30	-4	-1	97	1.3	3	-0.8	-4
CCC(C)N(C)C1CCN(C(=S)Nc2cccc(SC)c2)CC1 (configuration not stated)
→ -3	0	32	0	x	90	-1.1	-3	-0.5	-2
CCOc1ccc2nc(Cl)c(C3CC(c4ccco4)=NN3S(=O)(=O)c3ccccc3)cc2c1 (configuration not stated)
→ -1	-8	-5	13	-3	123	-0.6	2	-0.6	3
COC(=O)N/N=C/c1cc(C)n(-c2ccc(Br)cc2)c1C
→ 1	-5	2	-3	2	98	-0.7	6	0.1	-5

Carrying on:
Every second line gives: CAL PDZ FP-1	Keap1-Nrf2 PPI	Arrestin-AP2 inh	DAGLB inhibitor	NSD2 HMT inh	Pemphigus Ab inh	C-LANA FP	Cardiac RTF inh	CAL PDZ FP-2	V-ATPase pH
CC(=O)c1sc2ccccc2c1OC(=O)c1ccco1
→ 0	-6	28	1	1	103	1.9	-2	-1.0	1
Cc1ccccc1C(=O)OCc1nnc(-c2ccc(Cl)cc2)o1
→ 0	3	48	-15	-3	100	0.7	4	-1.0	8
CCOC(=O)N1CCC(N2CC34C=CC(O3)C(C(=O)Nc3ccc(F)cc3)C4C2=O)CC1 (configuration not stated)
→ 0	-6	7	2	x	110	2.0	-12	-1.0	3
COc1ccc(OC)c(C(=O)Cn2nnc3ccccc3c2=O)c1
→ x	-1	6	1	-6	92	0.3	1	-0.5	-1
O=C(c1ccco1)N1CCN(C(c2ccccc2Cl)c2nnnn2CC2CCCO2)CC1 (configuration not stated)
→ 9	-5	26	1	0	103	-0.5	0	-0.2	-1
CN(C)c1ccc(CNC(=O)c2cc(S(=O)(=O)N3CCCC3)cn2C)cc1
→ x	0	-2	1	x	106	1.3	-2	-0.2	-2
Cc1ccc(SCC(=O)NNC(=O)c2ccccc2)c(C)c1
→ x	-1	-9	-1	12	x	0.1	9	-1.0	2

The list is partial (hit frequency here may not be typical).
